# Assay outcomes deposited in PubChem by Sanford-Burnham Center for Chemical Genomics.
# SENP6 inh: SENP6 protease inhibition; Recombinant SENP6 catalytic domain, aminoluciferin luminescence; 1.8% of 330,000 active; Q9GZR1; inhibition, % at 10 µM;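 active = inhibition above about 50% at the single tested dose, limit read from the data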;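 also: plate controls were DMSO wells with enzyme for no effect and DMSO wells lacking enzyme for full effect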
# SENP7 block: inhibitors of human SENP7 protease. AID 434973. inhibition, % at 5 µM. recombinant SENP7, Z-RLRGG-aminoluciferin luminescence, 40 min. Q9BQF6. 1.5% of 330,000 active;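 active = inhibition above about 50% at the single test dose, limit read from the data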;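 also: plate controls were DMSO with enzyme for no effect and no enzyme buffer wells for full effect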
# NR3A LBD binder: modulators (binders) of human NR3A ligand-binding domain; 2.5% of 340,000 active; Tm shift relative to glycine control, % at 25 µM; NR3A LBD differential scanning fluorimetry, Tm shift; 0% = protein alone, 100% = glycine-bound protein;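 active = melting temperature shift of at least 10% of the positive control shift, at one fixed dose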
# MPTP block: inhibitors of mitochondrial permeability transition pore; inhibition, % at 10 µM; 1.4% of 360,000 active; AID 602449; isolated mouse mitochondria, Ca2+ swelling absorbance, 30 min;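 active = inhibition of 50% or more, scaled per plate between neutral and stimulator controls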;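 also: 0% = DMSO wells given calcium and 100% = 1 mM EGTA wells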
# HKDC1 inhibitor: blocks human hexokinase HKDC1 activity. 0.16% of 340,000 active. inhibition, % at 20 µM. recombinant HKDC1, G6PDH/diaphorase resazurin coupled fluorescence. Q2TB90;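 active = inhibition above about 35% when tested at 20 µM, limit read from the data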;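 also: plate controls were DMSO wells with enzyme for no effect and DMSO wells lacking enzyme for full effect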
#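 Test system: HK5 enzyme. Quantity: 5 µg/mL HK5 final. Reagent: glucose and ATP substrates. Schedule: 90 min reaction incubation at room temperature, dark. Technique: resazurin-to-resorufin fluorescence via G6PDH and diaphorase coupling, 525/613 nm. Control set: DMSO wells with and without enzyme mix.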
# ATG4B inhibitor: blocks human ATG4B protease cleavage of LC3 substrate; Q9Y4P1; ATG4B cleavage of LC3-PLA2, NBD-HPC fluorescence, 1 h; inhibition, % at 8.33 µM; 0.51% of 340,000 active; AID 504462; in the data active = inhibition above about 40%
# Target sequence (Q9Y4P1 whole entry, looked up): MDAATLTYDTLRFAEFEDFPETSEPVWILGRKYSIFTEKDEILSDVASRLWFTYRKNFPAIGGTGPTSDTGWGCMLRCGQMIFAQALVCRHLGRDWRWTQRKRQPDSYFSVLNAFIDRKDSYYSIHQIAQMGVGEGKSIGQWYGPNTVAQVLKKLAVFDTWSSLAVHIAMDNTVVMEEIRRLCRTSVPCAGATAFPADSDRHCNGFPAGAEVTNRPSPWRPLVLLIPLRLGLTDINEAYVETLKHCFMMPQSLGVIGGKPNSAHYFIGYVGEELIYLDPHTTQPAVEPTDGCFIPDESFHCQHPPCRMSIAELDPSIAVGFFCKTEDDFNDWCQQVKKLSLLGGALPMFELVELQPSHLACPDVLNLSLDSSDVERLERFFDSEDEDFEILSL
# PfG6PD inh: PfG6PD (Plasmodium falciparum) enzyme inhibition | PfGluPho enzyme, NADPH resazurin-diaphorase fluorescence | inhibition, % at 20 µM | AID 504690 | 0.78% of 350,000 active;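 active = inhibition reaching at least a set limit at 20 µM in the primary screen, cut at about 59% in these data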;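 also: 0% = DMSO wells with substrate and 100% = DMSO wells lacking glucose-6-phosphate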
# SENP8 block: SENP8 (human) protease inhibition. Q96LD8. recombinant SENP8, Nedd8 substrate fluorescence. inhibition, % at 20 µM. 0.64% of 360,000 active. AID 602440; in the data active = inhibition mostly above about 40%, no sharp cut-off; inactive = mostly below about 27%
# Target sequence (Q96LD8 whole entry, looked up): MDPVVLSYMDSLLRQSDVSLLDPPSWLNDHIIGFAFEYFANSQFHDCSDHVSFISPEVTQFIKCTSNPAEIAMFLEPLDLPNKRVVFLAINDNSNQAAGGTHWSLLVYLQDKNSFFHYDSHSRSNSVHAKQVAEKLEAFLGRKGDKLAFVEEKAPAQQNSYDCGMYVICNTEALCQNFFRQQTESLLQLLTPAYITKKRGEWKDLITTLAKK
# Starred values were filed as active, the others as inactive; nt = not tested or not shown. Some of the compounds tested. The share of hits here may be higher or lower than overall.
No. | SMILES | SENP6 inh | SENP7 block | NR3A LBD binder | MPTP block | HKDC1 inhibitor | ATG4B inhibitor | PfG6PD inh | SENP8 block
1 | COc1ccc(N=Cc2c(O)n(-c3ccc(C)cc3)c(=O)[nH]c2=O)cc1 | -27.7 | -8.2 | -0.4 | -1.1 | 2.5 | 6.4 | -13.7 | -392.6
2 | COCCCn1c(N)c(C(=O)NCCC(C)C)c2nc3ccccc3nc21 | 80.7* | 63.5* | -1.3 | 0.6 | 30.2 | -4.2 | 41.0 | -288.1
3 | c1ccc2sc(N3CCNCC3)nc2c1 | 3.3 | 7.1 | -0.5 | -1.0 | -0.6 | -9.3 | -5.0 | 14.6
4 | c1ccc2c(c1)[IH]c1ccccc1-2 | nt | nt | -0.8 | -2.4 | 8.6 | 10.3 | -17.8 | 7.9
5 | O=C(N/N=C/c1c(O)n(-c2cccc3ccccc23)c(=O)[nH]c1=O)c1ccncc1 | -9.4 | 8.3 | -1.0 | 3.7 | -9.7 | -7.6 | -8.0 | -265.8
6 | C=CCn1c(O)c(C(C)=NCCN2CCN(C(=S)NC)CC2)c(=O)[nH]c1=O | -0.1 | 10.7 | 3.5 | 0.6 | -5.9 | -7.2 | 5.5 | 10.9
7 | CC(=O)Nc1cc([As](=O)(O)O)ccc1O | 1.6 | 2.6 | 0.6 | -1.5 | -5.2 | 5.5 | -0.9 | 14.9
8 | COc1ccccc1CN1CCN(Cc2ccc(Cl)cc2)CC1 | -4.7 | 8.5 | -0.3 | 0.7 | -8.2 | -4.7 | -5.9 | 7.3
9 | CCc1c(C)nc(N)nc1N1N=C1SCC(N)=O | 3.2 | 0.2 | -0.4 | 1.6 | -8.3 | 1.7 | -1.9 | 15.3
10 | COC(=O)C1=C(c2c(C)noc2C)C[C@@H]2CC[C@H]1N2C(=O)NCCOc1ccccc1 | -24.0 | 7.7 | 0.5 | -1.2 | -2.5 | -2.9 | -4.9 | 7.7
11 | Cc1ccc(N(C)C(=O)Oc2ccc(C(=O)c3ccc(Cl)cc3)cc2)cc1 | -0.2 | -5.1 | 1.5 | 0.9 | -0.2 | -10.5 | 2.0 | 16.5
12 | C/C(=N\N=C(N)N)c1ccccc1 | -12.8 | 8.3 | -1.5 | 3.4 | -0.5 | 7.0 | -3.5 | 10.4
13 | O=C1NC(=S)N(c2ccc(Cl)cc2)C(=O)/C1=C/N1CCN(C(=O)c2ccco2)CC1 | 15.3 | 5.7 | -4.9 | -4.2 | 3.4 | 4.5 | -11.7 | 11.5
14 | Cc1ccc(C2N(c3ccccn3)C(=O)C3CCCN32)o1 (stereo not drawn) | -12.1 | -11.3 | -5.6 | -1.7 | 3.6 | -0.5 | -15.2 | -3.2
15 | C/C=C1/C[N+]2(C)CCC34C(=C(C=O)[C@H]1C[C@@H]32)Nc1ccccc14 (stereo partly drawn) | 14.7 | 6.3 | -0.9 | 2.3 | -7.5 | -1.9 | -3.0 | -89.1
16 | CCN(CC)CCNCC(=O)Nc1ccc(Cl)cc1C(=O)c1ccccc1 | -11.0 | 2.4 | -1.0 | -0.6 | -4.8 | -11.3 | -8.7 | 19.7
17 | Oc1ccc(Cl)c(Cl)c1Cl | -6.5 | 7.3 | -13.1 | 7.7 | 6.4 | -2.8 | 0.9 | -3.3
18 | CC1CCN(C(=O)c2ccc(N3CC4CC(C3)c3cccc(=O)n3C4)c([N+](=O)[O-])c2)CC1 (stereo not drawn) | 13.5 | 0.6 | 2.5 | -1.0 | 12.5 | 3.1 | -3.6 | 16.5
19 | O=c1[nH]c(=S)[nH]c(O)c1N=Nc1ccc(SC(F)F)cc1 | 100.2* | 83.2* | 1.6 | 2.0 | 0.8 | 4.5 | 0.3 | 24.8
20 | O=[N+]([O-])NC1=NCCN1Cc1ccc(Cl)nc1 | 3.1 | 7.5 | -0.8 | 1.3 | -6.9 | 5.6 | -1.0 | 15.0
21 | COc1ccc(N2C(=O)NC(=O)C(CCc3ccncc3)(CCc3ccncc3)C2=O)cc1 | 7.0 | -2.9 | -2.4 | 1.2 | 2.3 | 2.5 | -22.1 | 0.7
22 | Cc1c(C=C2C(=O)N(C)C(=O)N(C)C2=O)c(=O)n(-c2ccccc2)n1C | -0.5 | -2.9 | -0.3 | 1.1 | 4.2 | 5.1 | -14.2 | -4.8
23 | CCOc1ccc(N2C(=O)NC(=O)/C(=C\c3cc(OC)c(OC)cc3[N+](=O)[O-])C2=O)cc1 | -5.9 | 3.1 | -2.5 | 7.0 | -4.3 | -4.5 | 10.9 | -25.6
24 | COc1ccccc1C1=NCc2nnc(CSC)n2-c2ccc(Cl)cc21 | -8.3 | 6.2 | -1.9 | 1.3 | 5.8 | -7.3 | -31.3 | 2.8
25 | CCOc1ccc(-n2c(O)c(N=Nc3ccc([N+](=O)[O-])cc3)c(=O)[nH]c2=O)cc1 | 14.1 | 6.6 | -0.7 | 1.8 | 9.3 | 0.7 | -18.8 | 20.8

# Shown with one line to a screen: part of the list above
[1] COc1ccc(N=Cc2c(O)n(-c3ccc(C)cc3)c(=O)[nH]c2=O)cc1
[2] COCCCn1c(N)c(C(=O)NCCC(C)C)c2nc3ccccc3nc21
[3] c1ccc2sc(N3CCNCC3)nc2c1
[4] c1ccc2c(c1)[IH]c1ccccc1-2
[5] O=C(N/N=C/c1c(O)n(-c2cccc3ccccc23)c(=O)[nH]c1=O)c1ccncc1
[6] C=CCn1c(O)c(C(C)=NCCN2CCN(C(=S)NC)CC2)c(=O)[nH]c1=O
[7] CC(=O)Nc1cc([As](=O)(O)O)ccc1O
[8] COc1ccccc1CN1CCN(Cc2ccc(Cl)cc2)CC1
[9] CCc1c(C)nc(N)nc1N1N=C1SCC(N)=O
[10] COC(=O)C1=C(c2c(C)noc2C)C[C@@H]2CC[C@H]1N2C(=O)NCCOc1ccccc1

Compound	1	2	3	4	5	6	7	8	9	10
SENP6 inh	-27.7	80.7*	3.3	nt	-9.4	-0.1	1.6	-4.7	3.2	-24.0
SENP7 block	-8.2	63.5*	7.1	nt	8.3	10.7	2.6	8.5	0.2	7.7
NR3A LBD binder	-0.4	-1.3	-0.5	-0.8	-1.0	3.5	0.6	-0.3	-0.4	0.5
MPTP block	-1.1	0.6	-1.0	-2.4	3.7	0.6	-1.5	0.7	1.6	-1.2
HKDC1 inhibitor	2.5	30.2	-0.6	8.6	-9.7	-5.9	-5.2	-8.2	-8.3	-2.5
ATG4B inhibitor	6.4	-4.2	-9.3	10.3	-7.6	-7.2	5.5	-4.7	1.7	-2.9
PfG6PD inh	-13.7	41.0	-5.0	-17.8	-8.0	5.5	-0.9	-5.9	-1.9	-4.9
SENP8 block	-392.6	-288.1	14.6	7.9	-265.8	10.9	14.9	7.3	15.3	7.7

[11] Cc1ccc(N(C)C(=O)Oc2ccc(C(=O)c3ccc(Cl)cc3)cc2)cc1
[12] C/C(=N\N=C(N)N)c1ccccc1
[13] O=C1NC(=S)N(c2ccc(Cl)cc2)C(=O)/C1=C/N1CCN(C(=O)c2ccco2)CC1
[14] Cc1ccc(C2N(c3ccccn3)C(=O)C3CCCN32)o1 (stereo not drawn)
[15] C/C=C1/C[N+]2(C)CCC34C(=C(C=O)[C@H]1C[C@@H]32)Nc1ccccc14 (stereo partly drawn)

Compound	11	12	13	14	15
SENP6 inh	-0.2	-12.8	15.3	-12.1	14.7
SENP7 block	-5.1	8.3	5.7	-11.3	6.3
NR3A LBD binder	1.5	-1.5	-4.9	-5.6	-0.9
MPTP block	0.9	3.4	-4.2	-1.7	2.3
HKDC1 inhibitor	-0.2	-0.5	3.4	3.6	-7.5
ATG4B inhibitor	-10.5	7.0	4.5	-0.5	-1.9
PfG6PD inh	2.0	-3.5	-11.7	-15.2	-3.0
SENP8 block	16.5	10.4	11.5	-3.2	-89.1

# (cont.)
No. | SMILES | SENP6 inh | SENP7 block | NR3A LBD binder | MPTP block | HKDC1 inhibitor | ATG4B inhibitor | PfG6PD inh | SENP8 block
26 | Cc1c(C(c2ccc(O)cc2)c2c(O)c3ccccc3oc2=O)c(=O)n(-c2ccccc2)n1C (stereo not drawn) | -7.6 | 2.7 | 0.3 | 0.8 | -4.3 | -4.4 | -5.0 | -11.3
27 | COc1ccc(N2CC2c2ccncc2)cc1 (stereo not drawn) | 21.5 | 2.0 | 0.1 | 0.7 | 10.2 | 1.6 | -9.7 | -4.1
28 | Cc1cc(=O)oc2cc3c(cc12)CCCN3 | -6.7 | -8.4 | -0.2 | 1.1 | 6.1 | -7.5 | -11.6 | -304.0
29 | COc1ccc(-c2nc3ccccc3c(=O)n2-c2ccc(OC)cc2)cc1 | 21.4 | 2.8 | 1.4 | 4.3 | -4.7 | -8.0 | 13.9 | 19.9
30 | O=C(O)C1CN2CCC1CC2 (stereo not drawn) | -3.6 | 4.6 | -0.3 | 0.6 | -7.4 | -3.7 | -8.6 | 4.6
31 | C=CCn1c(O)c(C(CC)=Nc2cc(OC)ccc2OC)c(=O)[nH]c1=O | -9.9 | 0.2 | -0.6 | 2.9 | 0.2 | -2.4 | 11.3 | 26.3
32 | CC(C)(C)C(=O)O[C@H]1CC[C@@]2(C)C(=CC(=O)C3C2CC[C@]2(C)C(=O)[C@@H](F)CC32)C1 (stereo partly drawn) | -6.8 | -7.3 | 6.8 | 0.2 | -2.8 | -5.3 | 15.0 | 1.8

# Profiles, looked up by structure:
# C=CCn1c(O)c(C(C)=NCCN2CCN(C(=S)NC)CC2)c(=O)[nH]c1=O reads SENP6 inh: -0.1; SENP7 block: 10.7; NR3A LBD binder: 3.5; MPTP block: 0.6; HKDC1 inhibitor: -5.9; ATG4B inhibitor: -7.2; PfG6PD inh: 5.5; SENP8 block: 10.9
# Cc1ccc(C2N(c3ccccn3)C(=O)C3CCCN32)o1 (stereo not drawn) reads SENP6 inh: -12.1; SENP7 block: -11.3; NR3A LBD binder: -5.6; MPTP block: -1.7; HKDC1 inhibitor: 3.6; ATG4B inhibitor: -0.5; PfG6PD inh: -15.2; SENP8 block: -3.2
